Bioassay records deposited in PubChem BioAssay by Sanford-Burnham Center for Chemical Genomics.
UBC13 inh – inhibitors of human UBC13 polyubiquitin chain formation. P61088. TR-FRET. inhibition, % at 20 µM. 330,000 tested, 0.47% active; in the data active = inhibition above about 45%, passing the limit was not always enough
Target sequence (P61088 whole entry, looked up): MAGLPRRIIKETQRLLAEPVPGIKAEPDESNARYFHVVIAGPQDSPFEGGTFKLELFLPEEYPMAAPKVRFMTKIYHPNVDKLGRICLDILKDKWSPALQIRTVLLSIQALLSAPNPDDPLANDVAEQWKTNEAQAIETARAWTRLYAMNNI
SENP8 block-1 – SENP8 (human) protease inhibition; AID 602440; recombinant SENP8, Nedd8 substrate fluorescence; inhibition, % at 20 µM; Q96LD8; 360,000 tested, 0.64% active; in the data active = inhibition mostly above about 40%, no sharp cut-off; inactive = mostly below about 27%
SENP7 block – inhibitors of human SENP7 protease | Q9BQF6 | recombinant SENP7, Z-RLRGG-aminoluciferin luminescence, 40 min | inhibition, % at 5 µM | 330,000 tested, 1.5% active;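 active = inhibition above about 50% at the single test dose, limit read from the data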;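 also: plate controls were DMSO with enzyme for no effect and no enzyme buffer wells for full effect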
SENP1 FRET inh – SENP1 (human) catalytic domain inhibition; 360,000 tested, 0.21% active; AID 624204; recombinant SENP1 catalytic domain, CyPet-SUMO1-YPet FRET cleavage; Q9P0U3; inhibition, % at 10 µM;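 active = inhibition at least 30% at 10 µM, raw YFP signal under a set limit, fluorescence ratio 0.5 to 1.5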;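 also: 0% = enzyme with DMSO and 100% = no enzyme wells; some results filed as inactive read as strong as hits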
Target sequence (Q9P0U3 419-644 limits assumed): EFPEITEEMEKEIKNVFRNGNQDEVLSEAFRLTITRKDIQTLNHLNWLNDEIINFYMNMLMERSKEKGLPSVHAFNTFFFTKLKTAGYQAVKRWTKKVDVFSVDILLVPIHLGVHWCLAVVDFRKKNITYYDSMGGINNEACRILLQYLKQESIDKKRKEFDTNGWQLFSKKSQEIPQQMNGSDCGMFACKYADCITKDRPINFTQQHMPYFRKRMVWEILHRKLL
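Test system: recombinant human SENP1 catalytic domain, His6-tagged / Medium: pH 8 Tris buffer with EDTA, NaCl, BME, BSA, NP40, catalase / Also added: SUMO1 FRET substrate flanked by Cypet and Ypet, 25 nM / Times: 50 min reaction at room temperature / Signal: FRET, CFP and YFP emission / Control set: no-enzyme low control and enzyme-plus-DMSO high control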
APOBEC3G inh – blocks human APOBEC3G single-stranded DNA deamination. recombinant A3G, ssDNA deamination FAM/TAMRA fluorescence. Q9HC16. inhibition, % at 20 µM. 330,000 tested, 0.28% active;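 active = inhibition of at least 40% at 20 µM, with no more than 30% in the related APOBEC3A deaminase screen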;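 also: plate controls were DMSO wells with A3G for no effect and wells lacking A3G enzyme for full effect; some compounds called inactive have numbers as strong as hits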
SENP8 block-2 – blocks the human protease SENP8; Q96LD8; purified SENP8, Z-RLRGG-aminoluciferin cleavage, luminescence; inhibition, % at 10 µM; 330,000 tested, 1.2% active; AID 2540; in the data active = inhibition above about 50%
Apaf1 inhib – human Apaf-1 inhibition. inhibition, % at 20 µM. O14727. AID 489030. reconstituted apoptosome caspase-3 activity, DEVD-Rh110 fluorescence. 330,000 tested, 0.71% active; active = inhibition of at least 40% at 20 µM;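 also: plate controls were DMSO wells for no effect and DEVD-CHO caspase inhibitor wells for full effect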
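System – cell-free apoptosome with Apaf-1, procaspase-3 and caspase-9 · Buffer or medium – pH 7.5 Hepes buffer with CHAPS, BSA, DTT · Also added – cytochrome c with DEVD-Rh110 · Times – 30 min compound preincubation, 50 min activation, room temperature · Technique – Rh110 fluorescence intensity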
SENP6 inh – inhibitors of human SENP6 protease. Q9GZR1. Recombinant SENP6 catalytic domain, aminoluciferin luminescence. inhibition, % at 10 µM. 330,000 tested, 1.8% active;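 active = inhibition above about 50% at the single tested dose, limit read from the data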;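 also: plate controls were DMSO wells with enzyme for no effect and DMSO wells lacking enzyme for full effect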
Target sequence (Q9GZR1 628-1112 limits assumed): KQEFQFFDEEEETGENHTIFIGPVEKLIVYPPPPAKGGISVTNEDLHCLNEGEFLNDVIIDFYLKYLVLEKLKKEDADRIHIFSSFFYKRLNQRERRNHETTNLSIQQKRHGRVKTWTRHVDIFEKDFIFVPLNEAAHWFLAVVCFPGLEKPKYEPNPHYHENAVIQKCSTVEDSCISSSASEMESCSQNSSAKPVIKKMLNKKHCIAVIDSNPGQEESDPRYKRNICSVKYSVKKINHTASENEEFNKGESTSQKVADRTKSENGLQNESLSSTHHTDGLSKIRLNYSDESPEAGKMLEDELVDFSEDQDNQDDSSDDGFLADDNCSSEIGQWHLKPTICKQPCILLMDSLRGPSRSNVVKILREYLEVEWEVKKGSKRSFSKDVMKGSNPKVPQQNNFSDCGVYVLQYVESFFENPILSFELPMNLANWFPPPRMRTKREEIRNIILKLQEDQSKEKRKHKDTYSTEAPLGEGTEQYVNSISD
* = called active by the depositor; i = inactive; / = not tested or not shown. Hits appear at their usual frequency. Share with any hit: about 3.6%.

Every second line gives: UBC13 inh	SENP8 block-1	SENP7 block	SENP1 FRET inh	APOBEC3G inh	SENP8 block-2	Apaf1 inhib	SENP6 inh
- Cc1cc(CCC(=O)O)c(C)cc1CCC(=O)O
→ 6	7	7	2	-6	-1	-1	-5
- Cc1nnc(SC(C)C(=O)Nc2sc3c(c2C#N)CCCC3)[nH]c1=O (stereo not drawn)
→ 2	15	9	1	4	2	6	10
- CCOc1cccc2c1OC1(C)CC2NC(=O)N1c1cccc(F)c1 (stereo not drawn)
→ -11	18	-4	1	-4	-10	2	5
- COc1ccccc1-c1cc2nc(C)cc(C)n2n1
→ -5	-253	-15	13	4	-13	-1	-3
- CCC(C)NC(=O)C1CCN(c2nc(C)cc(C)n2)CC1 (stereo not drawn)
→ -5	-41	-10	2	-3	-14	-1	-33
- CC(C)(C)OC(=O)NN1CC(=O)N2Cc3ccccc3C[C@@H]2C1=O
→ 7	7	-1	1	-9	4	-1	-5
- COc1ccc2c(c1)OC[C@H]1[C@H]2N2C(=O)CN(Cc3ccc(Cl)cc3)C(=O)[C@@]2(C)[C@H]1c1ccccc1
→ -4	-16	3	-9	-7	2	16	-4
- Cc1nccn1-c1ccc(C(F)(F)F)cc1[N+](=O)[O-]
→ 0	-11	-3	-16	-6	2	-4	7
- CC(=O)Nc1ccc(SCC(=O)c2c(N)n(Cc3ccccc3)c(=O)n(C)c2=O)cc1
→ 0	12	-1	2	-3	1	-4	-12
- NC(=O)C(=O)NN=C1CCC(c2ccccc2)CC1 (stereo not drawn)
→ 5	20	6	2	-6	-9	-2	-5
- COc1nc(N(C)C)nc(N(OC)S(=O)(=O)c2ccccc2Cl)n1
→ -3	14	3	-1	-4	6	12	-3
- O=C(COc1ccc([N+](=O)[O-])cc1)N1CCc2ccccc2C1
→ -4	16	-6	1	-6	0	-10	-6
- N/C(=N\OC(=O)C1CCCCC1)c1ccncc1
→ -5	14	-15	0	-4	-13	1	-11
- C=C(C)Cn1c(N2CC(C)CC(C)C2)nc2c1c(=O)[nH]c(=O)n2C (stereo not drawn)
→ -6	7	-2	2	-1	4	13	4
- CCC(OC(=O)c1nsc(Cl)c1Cl)C(=O)NCCOC (stereo not drawn)
→ -1	14	-4	1	-3	-1	2	3
- COc1ccc(C2CC(=O)Oc3cc4c(cc32)OCO4)cc1 (stereo not drawn)
→ /	-6	1	0	2	/	7	/
- CCSc1nnc(NC(=O)c2cc(OC)c(OC)c(OC)c2)s1
→ -6	-99	-3	0	-5	-8	9	-18
- O=C1CC(c2ccccc2)n2ncnc2N1 (stereo not drawn)
→ -5	8	2	0	-2	1	-347	-8
- Cc1ccc(S(=O)(=O)N2CCCC2CNC(=O)C(=O)NCc2ccccn2)cc1 (stereo not drawn)
→ -4	-15	-11	-2	-12	-10	9	-8
- CCOC(=O)c1ccc2ncc(C(=O)OCC)c(NCCN3CCOCC3)c2c1
→ 4	-35	-3	-1	-6	-4	-1	6

Just APOBEC3G inh, Apaf1 inhib and SENP8 block-1 (2 entries from above):
Structure	APOBEC3G inh	Apaf1 inhib	SENP8 block-1
CCC(OC(=O)c1nsc(Cl)c1Cl)C(=O)NCCOC (stereo not drawn)	-3	2	14
CCSc1nnc(NC(=O)c2cc(OC)c(OC)c(OC)c2)s1	-5	9	-99

Carrying on:
Every second line gives: UBC13 inh	SENP8 block-1	SENP7 block	SENP1 FRET inh	APOBEC3G inh	SENP8 block-2	Apaf1 inhib	SENP6 inh
- CN(CC(=O)Nc1cccc(F)c1)C(=O)c1ccccc1OCC(=O)Nc1cccc(C(F)(F)F)c1
→ 7	17	-2	0	-3	9	5	-2
- O=C(NCCOc1ccc(F)cc1)C1CCN(S(=O)(=O)c2ccccc2)CC1
→ 0	4	1	-8	-1	0	8	2
- Cc1ccc(CNS(=O)(=O)c2c(C)[nH]c(C)c2C(=O)N2CCCCC2)o1
→ 5	9	-2	1	-8	-3	-9	-5
- Cc1ccc(C(=O)OCC(=O)Nc2sc3c(c2C#N)CCC3)cc1
→ -13	8	-13	-10	-7	-15	-15	-17
- O=c1[nH]c(-c2ccc(Cl)cc2)cs1
→ 2	1	8	3	-1	-4	12	0
- COc1ccccc1NC(C)C(=O)Nc1ccc(C(C)=O)cc1 (stereo not drawn)
→ -4	15	9	-1	-4	2	-22	-12
- COCCNC(=S)Nc1ccc2nsnc2c1
→ -12	-70	2	47	-9	-9	-5	-11
- C=C(C)C(=O)N1CC2(CC(c3cccc(NC(=O)/C=C\C)c3)=NO2)C[C@H]1C(N)=O (stereo partly drawn)
→ 9	2	-3	-3	-5	5	-5	13
- CCCn1c(SCC(=O)NCc2ccco2)nnc1-c1ccncc1
→ -8	5	-6	1	-4	-4	0	0
- O=C1C(=O)N(CCCn2ccnc2)C(c2ccc(Cl)cc2)/C1=C(\O)c1ccc2c(c1)OCCO2 (stereo not drawn)
→ -9	-13	-1	0	-8	11	-3	3
- C[C@H](CO)N1C[C@H](C)[C@@H](CN(C)Cc2ccncc2)Oc2c(NS(=O)(=O)c3cccs3)cccc2C1=O
→ 5	12	9	1	-11	3	-8	-5
- COc1cc([N+](=O)[O-])c(C(=O)N2CCOCC2)c([N+](=O)[O-])c1
→ -9	-400	8	1	6	5	11	3
- CCCCN(C(=O)CNC(=O)c1ccco1)C(C(=O)NC1CCCC1)c1ccc(OC)cc1 (stereo not drawn)
→ 2	22	2	2	0	2	7	-6
- CCCCn1c(SCc2cc(=O)[nH]c3ccccc23)nc2c1c(=O)n(C)c(=O)n2C
→ -13	/	-12	/	-5	-2	9	-4
- Cc1cc2oc(=O)cc(-c3ccccc3)c2c(C)c1-c1ccc(C#N)cc1
→ /	8	4	2	9	/	26	/
- COc1cccc2c1C(=O)O/C2=C/c1ccc2c(c1)OCO2
→ 10	i	98*	7	-4	88*	-18	19
- COc1ccc(NS(=O)(=O)c2ccc(C(=O)NCC3(N4CCOCC4)CCCCC3)cc2)cc1
→ -4	19	11	0	-4	-12	10	2
- N#Cc1nc(-c2cccc3ccccc23)oc1NCC1CCCO1 (stereo not drawn)
→ 20	-464	-5	-15	-9	-4	-3	-19
- CC(C)(C)c1cc(CN2CCN(CCO)CC2)cc(C(C)(C)C)c1O
→ 2	12	-3	1	-5	-5	-15	18
- CCC(=O)Nc1nonc1-c1nc2ccccc2n1CCC(C)C
→ 5	-225	1	-1	-2	-2	23	-11
- CC(C)OC(=O)CSc1nnc(-c2cnccn2)n1-c1ccccc1
→ -9	11	1	0	-8	-8	2	-11
- O=S(=O)(NC1CC1)c1ccc(S(=O)(=O)N2CCCC3(CCCCC3)C2)cc1
→ -4	13	-3	1	4	-11	16	-6
- C=C(C)C(=O)NNc1ccccc1
→ -14	11	-3	2	-3	0	-2	-24
- COc1ccc(OCCC(=O)OCC(=O)NCc2ccccc2OC)cc1
→ 5	12	5	1	-9	-12	-1	-6
- ClCc1csc(-c2ccc(Cl)cc2)n1
→ -10	25	-9	1	-4	-6	5	11
- O=C(CCCSc1nc2ccccc2[nH]1)NCc1ccco1
→ 8	24	1	1	-4	-5	0	-10
- O=C(CN(Cc1ccccc1)S(=O)(=O)c1ccccc1)N/N=C/c1ccc2c(c1)OCO2
→ 1	-3	-9	0	-3	3	5	-13
- CCOC(=O)C1CCN(c2c(N3CCN(Cc4ccccc4)CC3)c(=O)c2=O)CC1
→ -7	15	-1	2	1	-4	7	14
- CCN1CCN(c2oc(-c3ccccc3C)nc2S(=O)(=O)c2ccccc2)CC1
→ 0	10	4	-1	11	5	22	-3
- CC(C)Oc1cc2oc(=O)c3c(c2cc1Cl)CCC3
→ -7	-385	-1	-8	-3	-10	10	-12
- CCCCCOP(=O)(OCCCCC)C1(NS(=O)(=O)c2ccccc2)C=CC(=O)c2ccccc21 (stereo not drawn)
→ -12	7	4	0	-2	-10	22	-2
- Cc1cccc(C(=O)NCC(=O)N2CCC2)c1
→ 1	2	8	2	3	3	-2	3
- COc1ccc(Oc2nccc(-c3ccccc3)c2C#N)cc1
→ 2	-70	-9	3	-1	-9	7	9
- CCCC(=O)c1ccc(N2CCN(C(=O)OCC)CC2)c(F)c1
→ -2	10	4	0	-5	-3	-16	-24
- CC(C)Oc1ccc(Nc2ncnc3ccccc23)cc1
→ -6	-5	-6	1	-8	-15	2	-9
- Clc1nc(Oc2ccccc2)nc(-c2cn(-c3ccccc3)c3ccccc23)n1
→ 7	-432	-11	-1	-3	-5	-4	-4
- COc1cccc(-c2cc3nc4c(c(N5CCC6(CC5)OCCO6)n3n2)CCC4)c1
→ 4	-360	-5	-1	-4	-9	18	-11
- COc1cc(C(=O)OCCCOC(=O)c2cc(OC)c(OC)c(OC)c2)cc(OC)c1OC
→ 2	0	-6	4	-6	3	12	-4
- COC(=O)Cc1ccc(NC(=S)NCCO)cc1
→ 7	2	0	1	-9	-4	-8	-17
- O=C(c1cc2nc(-c3ccc(F)cc3)cc(C(F)(F)F)n2n1)N1CCCCC1c1cccnc1 (stereo not drawn)
→ -1	-373	1	-11	-7	2	10	-3

Some of these compounds in order of length of the SMILES, low to high:
Every second line gives: UBC13 inh	SENP8 block-1	SENP7 block	SENP1 FRET inh	APOBEC3G inh	SENP8 block-2	Apaf1 inhib	SENP6 inh
- ClCc1csc(-c2ccc(Cl)cc2)n1
→ -10	25	-9	1	-4	-6	5	11
- COC(=O)Cc1ccc(NC(=S)NCCO)cc1
→ 7	2	0	1	-9	-4	-8	-17
- CCCC(=O)c1ccc(N2CCN(C(=O)OCC)CC2)c(F)c1
→ -2	10	4	0	-5	-3	-16	-24
- CC(C)OC(=O)CSc1nnc(-c2cnccn2)n1-c1ccccc1
→ -9	11	1	0	-8	-8	2	-11
- COc1cc(C(=O)OCCCOC(=O)c2cc(OC)c(OC)c(OC)c2)cc(OC)c1OC
→ 2	0	-6	4	-6	3	12	-4

Already shown: five of the compounds above.
Every second line gives: UBC13 inh	SENP8 block-1	SENP7 block	SENP1 FRET inh	APOBEC3G inh	SENP8 block-2	Apaf1 inhib	SENP6 inh
- Clc1nc(Oc2ccccc2)nc(-c2cn(-c3ccccc3)c3ccccc23)n1
→ 7	-432	-11	-1	-3	-5	-4	-4
- COc1cccc(-c2cc3nc4c(c(N5CCC6(CC5)OCCO6)n3n2)CCC4)c1
→ 4	-360	-5	-1	-4	-9	18	-11
- COc1cc(C(=O)OCCCOC(=O)c2cc(OC)c(OC)c(OC)c2)cc(OC)c1OC
→ 2	0	-6	4	-6	3	12	-4
- COC(=O)Cc1ccc(NC(=S)NCCO)cc1
→ 7	2	0	1	-9	-4	-8	-17
- O=C(c1cc2nc(-c3ccc(F)cc3)cc(C(F)(F)F)n2n1)N1CCCCC1c1cccnc1 (stereo not drawn)
→ -1	-373	1	-11	-7	2	10	-3

A few values from above.
Value of CCOC(=O)C1CCN(c2c(N3CCN(Cc4ccccc4)CC3)c(=O)c2=O)CC1 under SENP8 block-2: -4
Value of CC(C)Oc1ccc(Nc2ncnc3ccccc23)cc1 under Apaf1 inhib: 2
